RGS4 inhibitor: Inhibitors of Regulator of G Protein Signaling (RGS) 4: qHTS. Transcreener GDP fluorescence polarization, RGS4-accelerated GTP hydrolysis. Potency, µM (series often up to 114 µM), for the others: at the highest dose activity change, negative = inhibition, most hits filed as inhibitors. actives 0.039% (n = 390,000). AID 504845, 2011; further: potency means the concentration at half of the fitted maximal effect; on the % scale 0 is the no-effect control and ±100 the full control effect; nearly all actives have a fitted effect of over 75% in size; some results filed as inactive show a strong effect at the top dose
Target sequence (P49798 whole entry, looked up): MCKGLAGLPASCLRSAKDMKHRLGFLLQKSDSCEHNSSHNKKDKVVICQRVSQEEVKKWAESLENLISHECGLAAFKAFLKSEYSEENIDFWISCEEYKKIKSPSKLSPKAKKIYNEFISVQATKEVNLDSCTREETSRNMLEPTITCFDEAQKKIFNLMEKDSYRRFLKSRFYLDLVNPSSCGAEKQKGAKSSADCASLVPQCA
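MLSMR compounds (23 nl, pin-transferred) preincubated 10 min at room temperature with a 500nM (2x) first reagent, then RGS4 at 900nM (2x) plus Transcreener GDP mix added; fluorescence polarization (620/688 nm) read before and after 90 min at 30 °C.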
Vif-APOBEC3F blk: qHTS for Inhibitors of Vif-A3F Interactions: qHTS | HeLa A3F-eYFP + Vif (tagged APOBEC3F with the HIV-1 protein that degrades it), YFP fluorescence increase | Potency, µM (doses to about 46.1 µM), for inactives: at the highest dose activity, negative = active | actives 0.2% (n = 390,000) | AID 602313, 2012; further: potency means the concentration at half of the fitted maximal effect; % of control where 0% means no effect; nearly all actives have a fitted effect of over 65% in size
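HeLa cells stably expressing A3F-eYFP plus Vif, plated and incubated overnight at 37 deg C, then exposed to compounds overnight at 37 deg C. Blocked degradation read as raised yellow fluorescence (Ex 488/Em 500-530).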
LDHA block: qHTS assay for inhibitors of human lactate dehydrogenase; L-lactate dehydrogenase A chain (Homo sapiens), P00338; purified LDHA, NADH/diaphorase-resazurin fluorescence; hits give low values; activity change, % (values are at about 110 or 230 µM); actives 0.15% (n = 480,000); AID 1347041, 2019; in the data active means activity change below about -30%; inconclusive means mostly about -25% to -30%;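 further: plate controls were DMSO wells for no effect and wells without enzyme for full effect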
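Resorufin fluorescence (ex540/em590), read at 0 and 20 min after diaphorase/resazurin addition, reports the NADH left after a 5 min room-temperature reaction of 2 nM human LDH5 with 0.06 mM NADH and 0.2 mM pyruvate.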
ALOX12 inh: Primary qHTS assay for inhibitors of human arachidonate 12S-lipoxygenase (ALOX12): Round 2; Polyunsaturated fatty acid lipoxygenase ALOX12 (Homo sapiens), P18054; Potency, µM (series often up to 108 µM), for the others: at the top dose activity change, negative = inhibition, usual class: inhibitors; purified 12hLO, xylenol orange hydroperoxide absorbance; AID 1671190, 2021; actives 1.1% (n = 580,000); further: potency means the concentration at half of the fitted maximal effect; on the % scale 0 is the no-effect control and ±100 the full control effect
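Purified human 12hLO (150 nM final) in 25 mM Hepes, 0.01% Triton X-100, pH 7.0 was preincubated 15 min at room temperature with compound. Then 40 uM arachidonic acid was added, 30 min. Hydroperoxide was read by Fe-XO absorbance ratio 573/405 nm.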
Vif-A3G inh: qHTS for Inhibitors of Vif-A3G Interactions: qHTS; AID 602310, 2012; Potency, µM (top dose mostly 46.1 µM), for inactives: at the top dose activity, negative = active, most hits filed as inhibitors; DNA dC->dU-editing enzyme APOBEC-3G (Homo sapiens), Q9HC16; HeLa A3G-eYFP + Vif (tagged APOBEC3G with the HIV-1 protein that degrades it), YFP fluorescence, overnight; actives 0.076% (n = 410,000);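 further: potency means the concentration at half of the fitted maximal effect; on the % scale 0 is the no-effect control and ±100 the full control effect; nearly all actives have a fitted effect of over 60% in size; hits raise eYFP signal because A3G escapes Vif-driven loss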
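Read-out is eYFP fluorescence (Ex 488/Em 500-530) from Vif-expressing HeLa A3G-eYFP cells; more signal means A3G escaped Vif-mediated degradation. Cells plated overnight, compound pinned in, incubated overnight at 37 deg C.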
D2 antagonist: HTS Assay for Allosteric Antagonists of the Human D2 Dopamine Receptor: Primary Screen for Antagonists. D(2) dopamine receptor (Homo sapiens), P14416. actives 2% (n = 340,000). AID 485344, 2010. HEK293 TREx D2 cells, calcium flux, dopamine EC80. inhibition, % at 10 µM; in the data active means inhibition above about 30%; further: 0% is about no effect
Target sequence (P14416 whole entry, looked up): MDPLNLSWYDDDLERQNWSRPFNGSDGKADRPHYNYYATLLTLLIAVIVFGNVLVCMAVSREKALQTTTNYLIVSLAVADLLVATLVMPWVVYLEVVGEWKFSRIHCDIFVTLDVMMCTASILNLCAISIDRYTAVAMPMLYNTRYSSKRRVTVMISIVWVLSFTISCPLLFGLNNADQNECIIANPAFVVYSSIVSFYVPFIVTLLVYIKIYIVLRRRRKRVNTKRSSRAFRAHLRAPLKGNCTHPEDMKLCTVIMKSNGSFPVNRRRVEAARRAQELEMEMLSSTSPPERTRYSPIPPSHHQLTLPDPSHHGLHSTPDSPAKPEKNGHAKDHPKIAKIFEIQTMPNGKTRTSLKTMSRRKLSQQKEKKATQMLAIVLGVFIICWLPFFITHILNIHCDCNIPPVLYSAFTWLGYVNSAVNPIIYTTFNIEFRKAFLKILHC
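In this primary screen, negative modulation is detected by tracking calcium flux after an EC80 dopamine challenge in inducible HEK293 T-REx D2 cells preexposed to test compound for 180 s.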
D2 agonist: HTS Assay for Allosteric Agonists of the Human D2 Dopamine Receptor: Primary Screen for Agonists; actives 0.53% (n = 340,000); HEK293 T-REx D2 cells, calcium flux agonist mode; D(2) dopamine receptor (Homo sapiens), P14416; AID 485358, 2010; activation, % at 2 µM;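 active means activation over 3 SD above normal in the single-dose calcium agonist read, cut at about 30% in these data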; further: 0% is about no effect
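HEK293 Trex D2 cells, tetracycline-induced, o/n 30 C 5% CO2; no-wash Ca dye, RT 30–90 min; 10-cycle baseline, 23 nl cpd added, kinetic Ca read 180 s; agonist hits = positive Ca response.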
GRP78 ERSR act: qHTS for Inducers of the Endoplasmic Reticulum Stress Response (ERSR) in Human Glioma: qHTS; actives 0.02% (n = 420,000); Potency, µM, for the others: at the highest dose activation, most hits filed as activators; AID 602332, 2012; U87-MG GRP78 promoter luciferase reporter, 16 h; further: potency means the concentration at half of the fitted maximal effect; series mostly up to about 76 µM; % of control where 0% means no effect; nearly all actives have a fitted effect of over 35% in size
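Stably transfected U87-MG human glioma cells carrying a GRP78-based luminescent sensor were seeded at 1000 cells/well, pin-dosed with compounds and incubated 16 h. Luciferase reagent was then added, and end-point luminescence was read after 10 min at room temperature.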
ERG-DNA inh: qHTS for Small Molecule Inhibitors of the ERG Ets/DNA interaction; Potency, µM (series often up to 76.9 µM), without a hit: at the top dose FP activity, negative = inhibition, actives largely listed as inhibitors; Transcriptional regulator ERG (Homo sapiens), P11308; fluorescence polarization, His-ERG Ets domain / labelled DNA; actives 0.028% (n = 370,000); active means well fitted inhibition curve with a large enough effect in the polarisation, with a control signal flat; inconclusive means small, poorly fitted or top-dose-only effect, or effect the other way, or a change in a side signal; inactive means no such curve, though single readings can be large or run the other way; the % refers to the polarisation;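 further: polarization taken with two DNA probes labelled with fluorescein and Texas red; potency means the concentration at half of the fitted maximal effect; % of control where 0% means no effect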
Target sequence (P11308 whole entry, looked up, the tested form may be a part): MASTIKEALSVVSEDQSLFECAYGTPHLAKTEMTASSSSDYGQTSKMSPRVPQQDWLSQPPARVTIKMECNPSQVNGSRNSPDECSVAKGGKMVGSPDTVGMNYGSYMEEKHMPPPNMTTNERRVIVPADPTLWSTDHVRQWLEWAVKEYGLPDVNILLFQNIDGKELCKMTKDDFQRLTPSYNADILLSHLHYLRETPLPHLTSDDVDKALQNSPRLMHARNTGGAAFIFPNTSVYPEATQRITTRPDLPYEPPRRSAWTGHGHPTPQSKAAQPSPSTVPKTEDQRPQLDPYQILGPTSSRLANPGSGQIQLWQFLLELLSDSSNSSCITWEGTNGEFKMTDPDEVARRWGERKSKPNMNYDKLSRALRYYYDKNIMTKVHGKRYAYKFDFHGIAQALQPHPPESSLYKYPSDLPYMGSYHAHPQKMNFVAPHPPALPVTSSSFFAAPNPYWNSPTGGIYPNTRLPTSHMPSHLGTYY
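His-tagged ERG Ets domain (1 uM in the protein solution; 300mM KCl, 50mM Tris-HCl, 1mM EDTA, 1mM DTT, pH 7.5) received compound, then a probe mix of 5 nM fluorescein-DNA and 100nM Texas-615-DNA. Fluorescence polarization was read for both dyes.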
Starred values were filed as active, the others as inactive; & = joins results of further samples; [ ] = remark or other dose. Unless noted, the call rests on the fitted dose curve; in most records, active means well fitted curve in the direction sought with a large enough effect; inconclusive means small, poorly fitted or top-dose-only effect, or another doubt; inactive means no such curve, though single readings can be large; an effect the other way counts as inactive or inconclusive. An excerpt, so the mix of outcomes need not match the whole.

COc1cccc2c1Oc1ncccc1N(C(=O)Nc1cccc(Cl)c1)C2 was read as RGS4 inhibitor 8%, Vif-APOBEC3F blk 1%, LDHA block 5, ALOX12 inh -14%, Vif-A3G inh -2%, D2 agonist 3.0, GRP78 ERSR act 1% and ERG-DNA inh -5%.
`CC(=O)N1CCCc2cc(S(=O)(=O)N3CCCC(C(=O)N4CCN(c5cc(C)ccc5C)CC4)C3)ccc21` (stereo not given) gave RGS4 inhibitor 0%&-24%, Vif-APOBEC3F blk 1%&1%, LDHA block 0&-1, ALOX12 inh -11%&-14%, Vif-A3G inh -2%&-5%, D2 antagonist 3, D2 agonist 0.3, GRP78 ERSR act -8%&-6% and ERG-DNA inh 14%&2%.
`COc1ccc(NC(=O)c2cnn(-c3ccc(C)c(C)c3)c2C2CCNCC2)cc1OC` gave RGS4 inhibitor -30%, Vif-APOBEC3F blk 3%, LDHA block -3, ALOX12 inh 5%, Vif-A3G inh 5%, D2 agonist -0.5, GRP78 ERSR act -2% and ERG-DNA inh 5%.
CCN(c1ccccc1)S(=O)(=O)c1ccc(C(=O)Nc2cc(C)ccn2)cc1 was read as RGS4 inhibitor -26%, Vif-APOBEC3F blk -5%, LDHA block -4, ALOX12 inh -2%, Vif-A3G inh 2%, D2 antagonist 9, D2 agonist -0.4 and GRP78 ERSR act -6%.
For CC(=O)N1CCN(C(=S)c2ccc([N+](=O)[O-])cc2)CC1 the results were RGS4 inhibitor -43%, LDHA block -5, ALOX12 inh inconclusive, Vif-A3G inh 0%, D2 antagonist 48*, D2 agonist 0.3, GRP78 ERSR act -4% and ERG-DNA inh 0%.
Screening COc1ccccc1NC(=O)CN1CCN(C(=O)c2ccco2)CC1 returned RGS4 inhibitor 14%, Vif-APOBEC3F blk -3%, LDHA block -4, ALOX12 inh 78%[activator], Vif-A3G inh -1%, GRP78 ERSR act -3% and ERG-DNA inh 4%.
CCCc1nc2c([nH]1)C(c1cccnc1)C(C#N)=C(N)O2 (stereo not given) was read as RGS4 inhibitor 12%, Vif-APOBEC3F blk -9%, LDHA block -3, ALOX12 inh -13%, Vif-A3G inh 2%, D2 antagonist -4, D2 agonist -0.1, GRP78 ERSR act -2% and ERG-DNA inh 7%.
For CC1(C(=O)NS(=O)(=O)c2ccccc2)CCN1C(=O)C1(c2ccc(Cl)cc2)CCC1 (stereo not given) the results were LDHA block -6, ALOX12 inh 2%, Vif-A3G inh 1% and GRP78 ERSR act 0%.
`Cc1ccccc1C(=O)NC(=S)Nc1ccccc1N1CCCC1` gave RGS4 inhibitor 17%[11.4 µM], Vif-APOBEC3F blk -23%, LDHA block 0, ALOX12 inh inconclusive, Vif-A3G inh -7%, D2 antagonist -5, D2 agonist -0.7, GRP78 ERSR act -2% and ERG-DNA inh 6%.
CS(=O)(=O)c1cnc2c(-c3ccc(F)cc3)cnn2c1N was read as RGS4 inhibitor -2%, Vif-APOBEC3F blk 1%, LDHA block 0, ALOX12 inh 8%, Vif-A3G inh 1%, D2 antagonist 20, D2 agonist 0.8, GRP78 ERSR act 8% and ERG-DNA inh 2%.
Screening Cc1cccc(NS(=O)(=O)c2ccc(C)c(C(=O)NCc3ccccn3)c2)c1 returned RGS4 inhibitor -10%, Vif-APOBEC3F blk 5%, LDHA block -4, ALOX12 inh -1%, Vif-A3G inh 0%, D2 antagonist 4, D2 agonist 0.7, GRP78 ERSR act -2% and ERG-DNA inh 4%.
`O=C(Nc1ccc2c(c1)OCO2)C1CC(c2ccccc2O)=NO1` (stereo not given) gave RGS4 inhibitor -14%, Vif-APOBEC3F blk -2%, LDHA block -1, ALOX12 inh 14%, Vif-A3G inh 0%, D2 antagonist 2, D2 agonist -0.5, GRP78 ERSR act 1% and ERG-DNA inh -4%.
Screening CC(C)Cc1nnc(NC(=O)c2ccc3c(c2)OCCO3)s1 returned RGS4 inhibitor 8%, Vif-APOBEC3F blk 2%, LDHA block -2, ALOX12 inh 251%[activator], Vif-A3G inh -1%, D2 antagonist 12, D2 agonist 0.4, GRP78 ERSR act -9% and ERG-DNA inh -13%.
For O=C(CSc1n[nH]c(=O)n1C1CC1)Nc1ccc(Cl)c(Cl)c1 the results were RGS4 inhibitor -5%, Vif-APOBEC3F blk -11%, LDHA block -6, ALOX12 inh -12%, Vif-A3G inh -1%, D2 antagonist 7, D2 agonist -0.9, GRP78 ERSR act -6% and ERG-DNA inh 4%.
For CCOC(=O)c1ccc(NC(=O)CSc2nnc(-c3ccncc3)n2-c2ccccc2)cc1 the results were RGS4 inhibitor -27%, Vif-APOBEC3F blk -11%, LDHA block -1, ALOX12 inh -19%, Vif-A3G inh 6%, D2 agonist -0.3, GRP78 ERSR act -3% and ERG-DNA inh 0%.
For COc1cccc(/C(O)=C2/C(=O)C(=O)N(CCN3CCOCC3)C2c2cccs2)c1 (stereo not given) the results were RGS4 inhibitor 18%, Vif-APOBEC3F blk 0%, LDHA block -3, ALOX12 inh inconclusive, Vif-A3G inh 0%, D2 antagonist 4, D2 agonist -0.3, GRP78 ERSR act -5% and ERG-DNA inh -11%.
Screening Cc1ccc(C(=O)NC2CCN(C(=O)Nc3ccc(F)cc3)CC2)cc1 returned RGS4 inhibitor -1%, Vif-APOBEC3F blk 9%, LDHA block -2, ALOX12 inh -2%, Vif-A3G inh 2%, D2 antagonist 2, D2 agonist 0.0, GRP78 ERSR act -1% and ERG-DNA inh 11%.
For Cn1c(SCC(=O)c2ccc3c(c2)OCCO3)nnc1C(F)(F)F the results were RGS4 inhibitor -15%, Vif-APOBEC3F blk 1%, LDHA block -1, ALOX12 inh -17%, Vif-A3G inh -2%, D2 antagonist 0, D2 agonist 0.5, GRP78 ERSR act -1% and ERG-DNA inh 5%.
For Nc1nc(SCC(=O)Nc2ccc(Oc3ccccc3)cc2)n[nH]1 the results were RGS4 inhibitor -15%, Vif-APOBEC3F blk 1%, LDHA block -10, ALOX12 inh 10%, Vif-A3G inh -3%, D2 antagonist 14, D2 agonist -0.5, GRP78 ERSR act 2% and ERG-DNA inh 71%[activator].
`CCC(C(=O)NCc1cccc(C)c1)n1nc(C)c2c(C)n(-c3ccccc3)nc2c1=O` (stereo not given) gave RGS4 inhibitor 4%, Vif-APOBEC3F blk -7%, LDHA block -2, ALOX12 inh -6%, Vif-A3G inh 1%, D2 antagonist -3, D2 agonist -0.9, GRP78 ERSR act -2% and ERG-DNA inh 4%.
Screening CC(/C=N/NC(=O)Cn1nccc1C)=C\c1ccc(C(C)C)cc1 returned RGS4 inhibitor 18%, Vif-APOBEC3F blk 4%, LDHA block -1, ALOX12 inh -3%, Vif-A3G inh 0%, D2 antagonist -1, D2 agonist -1.1, GRP78 ERSR act 1% and ERG-DNA inh -4%.
Cc1ccc(CC(=O)Nc2nncs2)cc1 was read as RGS4 inhibitor 11%, Vif-APOBEC3F blk -4%, LDHA block -14, ALOX12 inh 0%, Vif-A3G inh 0%, D2 antagonist 47*, D2 agonist 0.3, GRP78 ERSR act -2% and ERG-DNA inh -5%.
CCO[C@@H]1OC(C(=O)NC2CC2)=C[C@H](C2CCCCC2)[C@H]1CCCO was read as RGS4 inhibitor 11%, Vif-APOBEC3F blk -3%, LDHA block -10, ALOX12 inh 3%, Vif-A3G inh -5%, GRP78 ERSR act -1% and ERG-DNA inh -2%.
Screening CCCCN(CC)CCNC(=O)CCn1cnc2onc(-c3ccc(F)cc3)c2c1=O returned RGS4 inhibitor 12%, Vif-APOBEC3F blk -4%, LDHA block -5, ALOX12 inh inconclusive, Vif-A3G inh 1%, D2 agonist 0.2, GRP78 ERSR act -1% and ERG-DNA inh 4%.
Screening c1ccc2cc(CNCc3cccc4ccccc34)ccc2c1 returned RGS4 inhibitor -10%, Vif-APOBEC3F blk -14%, LDHA block 4, ALOX12 inh inconclusive, Vif-A3G inh -5%, D2 antagonist -13, D2 agonist -0.2, GRP78 ERSR act -3% and ERG-DNA inh 0%.
`COc1ccc(CN(CC(=O)NCc2ccc(F)cc2)C(=O)c2csnn2)cc1` gave RGS4 inhibitor -8%, Vif-APOBEC3F blk -19%, LDHA block 1, ALOX12 inh 4%, Vif-A3G inh -7%, D2 antagonist 0, D2 agonist -0.5, GRP78 ERSR act 1% and ERG-DNA inh 9%.
CCC(=O)c1cc(F)ccc1OCC(=O)Nc1ccc2c(c1)OCCO2 was read as RGS4 inhibitor 15%, Vif-APOBEC3F blk 1%, LDHA block -8, ALOX12 inh -11%, Vif-A3G inh 0%, D2 antagonist -16, D2 agonist -0.1, GRP78 ERSR act -1% and ERG-DNA inh -16%.
Fc1ccccc1CNCC1CCCO1 (stereo not given) was read as RGS4 inhibitor -5%, Vif-APOBEC3F blk 4%, LDHA block -6, ALOX12 inh 0%, Vif-A3G inh -1%, D2 antagonist 6, D2 agonist -0.7, GRP78 ERSR act 0% and ERG-DNA inh 4%.

Assay outcomes (PubChem)
